PAX8 reporter: PAX8 transcriptional activity inhibition | RMG-I TPO-luciferase reporter, SteadyGlo, 24 h | 1.2% of 360,000 active | inhibition, % at 12.6 µM;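 active = mean replicate inhibition at least 60% with every replicate also reaching 60%; inconclusive = only one of the two criteria is met; inactive = mean below 60% and not all replicates reaching 60%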;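 also: luciferase light reporting Pax8 driven TPO promoter activity; plate controls were median of neutral control wells for no effect and mitoxantrone controls for full effect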
INS-1E GSIS act: primary screen for activators of insulin secretion dependent on glucose, INS-1E cells, GLuc reporter luminescence | INS-1E GLuc reporter insulin secretion, 2-3 h | activation, % at 16.6 µM | 0.61% of 370,000 active | AID 743287;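 active = lowest replicate activation of at least 40%, so every replicate reaches that level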;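 also: 0% = median of neutral control wells and 100% = median of IBMX positive control wells; some compounds called inactive have numbers as strong as hits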
DENV2 CPE: protects cells from dengue virus 2 cytopathic effect | DENV2-infected cells, cytopathic effect rescue, plate reader | CPE inhibition, % at 9.99 µM | 1.7% of 350,000 active | AID 651640; in the data active = CPE inhibition above about 20%, passing the limit was not always enough; inconclusive = no clear call, values can overlap the other calls; tested in BHK-21 cells;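 also: 0% = median of neutral control wells and 100% = median of positive control wells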
ERp5 block: inhibitors of human ERp5. 0.05% of 350,000 active. ERp5 insulin aggregation, absorbance 650 nm, 90 min. Q15084. inhibition, % at 9.99 µM;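 active = mean replicate inhibition above about 25%, with every replicate also reaching it, limit read from the data, passing the limit was not always enough; inconclusive = only one of those two criteria met; inactive = neither criterion met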
Target sequence (Q15084 whole entry, looked up): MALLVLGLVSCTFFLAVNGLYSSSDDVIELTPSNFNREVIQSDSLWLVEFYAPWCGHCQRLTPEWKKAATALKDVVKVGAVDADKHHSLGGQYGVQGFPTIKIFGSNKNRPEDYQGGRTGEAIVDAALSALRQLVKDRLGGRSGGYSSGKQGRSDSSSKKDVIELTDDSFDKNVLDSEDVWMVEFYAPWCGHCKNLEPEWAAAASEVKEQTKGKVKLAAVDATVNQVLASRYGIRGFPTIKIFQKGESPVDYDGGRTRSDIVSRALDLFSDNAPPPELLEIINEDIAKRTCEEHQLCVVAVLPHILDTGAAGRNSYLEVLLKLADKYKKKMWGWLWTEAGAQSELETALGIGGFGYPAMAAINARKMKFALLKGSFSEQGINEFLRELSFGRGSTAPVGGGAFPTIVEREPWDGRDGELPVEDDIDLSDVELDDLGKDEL
EWS-Fli inh: EWS/Fli transcriptional activity inhibition | AID 651661 | inhibition, % at 12.6 µM | A673 NR0B1-luciferase reporter, viability-normalised | 0.67% of 350,000 active;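 active = mean inhibition of at least 50% after viability correction, with every replicate also passing that limit; inconclusive = mean reaches 50% but only one of two replicates passes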;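 also: firefly luciferase signal divided by Alamar Blue viability fluorescence both relative to DMSO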
F508del corr: correctors of CFTR F508del function in bronchial epithelial cells; 0.36% of 350,000 active; CFBE cells, YFP halide quenching; stimulated with forskolin plus potentiator P3; % fluorescence drop versus neutral controls; activity (quench increase), % at 7.58 µM;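 active = mean added fluorescence quench of at least 8% versus neutral control, with both replicates also reaching 8%; inconclusive = only one of the mean or replicate conditions met; inactive = mean below 8% and not both replicates reaching 8%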;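 also: cells transiently co-express mutant CFTR-F508del with the halide-sensitive YFP; corrector assay measuring rescue of mutant channel to the surface after 24 h compound exposure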
ARNT TACC3 PPI: disruptors of human ARNT/TACC3 interaction; Q9Y6A5; AlphaScreen His-ARNT PAS-B/GST-TACC3 binding, luminescence; TACC3 fragment carries E629A point mutation; inhibition, % at 9.99 µM; 0.66% of 390,000 active;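 active = mean inhibition of replicates at least 50% and at least half of replicates each reaching 50%; inconclusive = half or more replicates reach 50% but mean below 50%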;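 also: 0% = complete ARNT plus TACC3 wells and 100% = ARNT alone without TACC3; many hits fall short of the cut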
XiGFP reactiv: activators of X-chromosome reactivation in mouse fibroblasts; 0.055% of 360,000 active; AID 743238; activation, % at 7.58 µM; XiGFP mouse fibroblasts, % GFP-positive cells imaging, 3 d; cells co-treated with 5-aza-dC sensitizer; scaled so ellipticine positive control = 100%;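 active = mean normalized replicate activation at least 10% and every replicate at or above 10%; inconclusive = only one of the two criteria met; inactive = mean below 10% and not all replicates reach 10%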;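 also: 0% = median of on-plate neutral control wells and 100% = ellipticine 6 µM median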
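Material: XiGFP fibroblasts, SV40-immortalized. Buffer or medium: DMEM plus 5-aza-dC sensitizer. Compound: single concentration per compound, delivered by pin transfer. Times: 3 days compound exposure. Controls: ellipticine 6 µM.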
An asterisk follows results filed as active; ? = inconclusive; / = no result given.

SMILES	PAX8 reporter	INS-1E GSIS act	DENV2 CPE	ERp5 block	EWS-Fli inh	F508del corr	ARNT TACC3 PPI	XiGFP reactiv
CN1C(=O)c2cc(NC(=O)C3CCCCC3)ccc2OC[C@H]2O[C@H](CC(=O)NCc3ccccc3F)CC[C@H]21	-6	-12	3	-2	-2	2.5	5	0.0
Cn1c(C(=O)c2ccccc2)nc2ccccc21	-29	16	?	-3	-37	-1.6	-5	0.0
O=C(CCNC(=O)c1ccccc1Cl)Nc1nc(-c2ccc(F)cc2)cs1	-1	-3	-5	9	7	/	4	0.2
COc1ccc(/C=N/N=C(\N)c2nonc2N)cc1OC	-90	-11	2	0	-57	-0.3	16	-0.9
CCOC(=O)C1=C(N)N(c2ccccc2)C2=C(C(=O)CCC2)C1c1cccnc1 (stereo not drawn)	-3	-9	/	/	/	/	-10	0.2
CCN(CC)C(=O)c1ccc(NS(=O)(=O)c2ccc(/C=C/C(=O)O)cc2)cc1	5	2	8	-1	0	-0.3	-3	0.1
C[C@H]1CN([C@@H](C)CO)C(=O)c2cc(N(C)C)ccc2O[C@@H]1CN(C)S(C)(=O)=O	-13	-3	2	-4	3	-3.6	22	-1.1
COC(=O)c1ccc(COc2ccc(C(=O)c3ccccc3)cc2)o1	-15	0	3	-9	-18	0.8	-3	0.2
CCC(=O)N1CCN(c2ccc(Cl)cc2NC(=O)c2cccc([N+](=O)[O-])c2)CC1	20	6	-1	-9	0	2.4	6	-0.1
COc1ccc(S(=O)(=O)Nc2cccc3c2O[C@H](CN(C)C(=O)Nc2ccc4c(c2)OCO4)[C@H](C)CN([C@@H](C)CO)C3=O)cc1	/	25	-1	-8	-9	-0.1	-9	0.0
Cc1ccccc1S(=O)Cc1ccc(C(=O)NCCN2CCOCC2)o1 (stereo not drawn)	-1	24	0	-4	-8	-1.9	1	0.0
Cc1cc(NC(=O)C(C)SCC(=O)OC(C)C(=O)Nc2cccc(C#N)c2)no1 (stereo not drawn)	4	6	1	2	2	-0.5	-18	0.4
COc1ccc(C(=O)NC(=S)Nc2ccccc2F)cc1	-121	18	/	/	/	/	-4	0.2
C[C@H]1CN([C@@H](C)CO)C(=O)c2cc(C3=CCCCC3)cnc2O[C@H]1CN(C)Cc1ccncc1	/	8	-4	2	-9	-0.1	-9	-2.1
O=C(CCC(=O)N(CC(=O)NC1CCCC1)Cc1ccc(F)cc1)Nc1nccs1	-6	15	-11	6	5	2.3	6	0.0
CN(C(=O)COC(=O)c1ccc2ccccc2n1)c1ccccc1	6	/	-4	-17	4	5.5	-1	-0.2
COc1cc(NC(=O)Nc2nnc([C@@H]3C[C@H](O)[C@@H](CO)O3)s2)cc(OC)c1OC	2	/	-2	-2	0	-1.8	/	0.1
O=C(c1ccc(F)cc1)N1C[C@H]2[C@@H](c3ccccc31)[C@H](CO)N2Cc1ccc2c(c1)OCO2	18	-10	-1	1	15	0.9	-1	0.2
Cc1cc(C)c(C#N)c(Nc2cccc(Br)c2)n1	22	8	-4	0	13	-5.4	-6	0.0
COc1cc2cc(CCOC(=O)c3ccc(C(F)(F)F)cc3)oc(=O)c2cc1OC	-6	-27	/	/	-9	0.5	6	0.1
COc1ccccc1N(CC(=O)N1CCCCCC1)S(=O)(=O)c1ccc(C)cc1	-7	0	15	0	11	1.1	2	0.0
CCn1c2ccccc2c2cc(/C=N/NC(=O)c3cc(O)cc(O)c3)ccc21	-3	-15	-12	0	10	0.8	-3	-0.1
O=C(Cc1cccnc1)N1CC(=O)N2[C@H](CO)[C@H](c3ccc(C#CC4CC4)cc3)[C@@H]2C1	12	-2	-3	4	-4	3.2	/	0.1
COc1ccccc1NS(=O)(=O)c1cccc(C(=O)N/N=C/c2ccc([N+](=O)[O-])o2)c1	93*	-16	3	-4	50	-3.4	/	0.1
Cc1nc2cc(-c3ccccc3)nn2c(C)c1CCC(=O)NCc1ccco1	-13	-8	-7	-3	43	-0.5	-6	0.0
Cc1ccc(NC(=O)CCNC(=O)c2ccccc2Cl)cc1S(=O)(=O)N(C)C	17	10	/	/	/	/	-6	0.1
O=C(CSc1nc2[nH]ncc2c(=O)n1-c1ccccc1Cl)N1CCCC1	16	13	-1	0	0	0.1	-11	0.0
Cc1nn(C)c(C(=O)Sc2cccc(Cl)c2)c1[N+](=O)[O-]	10	-9	-5	4	9	-33	-4	0.0
C[C@]12c3[nH]c4ccccc4c3CCN1C(=O)C(CC(=O)NCC13CC4CC(CC(C4)C1)C3)C[C@@H]2C(=O)N1CCCCC1 (stereo partly drawn)	39	-17	3	4	4	-2.8	-8	0.0
Cc1cccc(Nc2nnc(C)c(=O)n2N)c1	/	-6	7	1	6	-3.6	-6	/
COc1cccc(C(=O)Nc2ccc3c(c2)C(=O)N(C)[C@@H]2CC[C@H](CC(=O)NCc4ccccc4F)O[C@@H]2CO3)c1	1	-17	/	/	4	-2.3	/	0.4
CCN1CCN(Cc2ccc(NC(=O)c3ccc(C)c(NC(=O)c4ccc5n[nH]nc5c4)c3)cc2C(F)(F)F)CC1	-6	10	13	-1	2	1.1	12	0.0
CCOC(=O)NC(=O)CSc1nc2ccc(C)cc2[nH]1	8	-23	-6	5	2	-1.9	/	0.0
CC1CC(=O)Nc2ccccc2N1C(=O)COc1ccccc1C(N)=O (stereo not drawn)	12	-3	-4	1	-7	-0.7	/	0.0
CC(=O)OC[C@@H]1CN(Cc2ccccc2)C[C@H](n2cnc3c(N(C)C(C)C)ncnc32)O1	14	-11	-9	9	4	1.8	/	0.0
CN(Cc1nc2ccccc2c(=O)[nH]1)C(=O)c1cc2c(s1)CCCCC2	2	/	15	3	9	2.7	-1	0.1
Fc1cccc(Cl)c1/C=C/c1cnc2ccccc2n1	-5	10	-3	2	82*	-1.4	15	0.1
CC(=Nc1ccc(Br)cc1)c1sc2ccccc2c1O	-113	-13	0	-1	-56	-2.0	7	-0.1
COc1ccc(NC(=O)N(C)C[C@@H]2Oc3ccc(NS(=O)(=O)c4ccc(OC)cc4)cc3CC(=O)N([C@@H](C)CO)C[C@H]2C)cc1	0	5	3	6	-6	-5.9	-5	0.0
O=C(C[C@H]1C[C@@H]2c3cc(NC(=O)C4CCOCC4)ccc3O[C@@H]2[C@H](CO)O1)NC1CCCCC1	-8	-9	-5	1	-7	2.7	-7	0.0
COc1cc(NC(=O)Nc2cccc([N+](=O)[O-])c2)cc(OC)c1	-1	/	-8	5	-10	-3.1	2	0.1
Cn1cc(CN2CCN(CCc3ccccc3)C(CCO)C2)cn1 (stereo not drawn)	1	9	-6	2	-10	3.3	-8	0.2
COc1ccc(NC(=O)CN(c2ccc([N+](=O)[O-])cc2)S(=O)(=O)c2ccccc2)c(OC)c1	15	-4	-5	0	4	1.8	-5	0.0
COc1ccc(C2=NOC(C(=O)Nc3ccc4c(c3)OCO4)C2)cc1OC (stereo not drawn)	-1	6	-5	0	-5	-0.1	-2	0.1
COc1cc(/C=N/NC(=O)c2ccc3c(c2)OCCO3)cc(Cl)c1O	-37	13	1	-8	-33	0.2	0	0.0
CCc1cccc(NC(=O)c2cc(S(=O)(=O)N(C)C)ccc2N2CCCC2)c1	-8	7	1	-1	15	-2.6	-4	0.0
CC(=O)c1ccc(NC(=O)c2cccs2)cc1	/	-3	-6	5	-68	-1.3	-1	/
N#CC1C(=O)NC(=O)C(C#N)C12CCCCC2 (stereo not drawn)	23	7	5	-1	7	-0.5	/	0.1
CCN1CCN(C(=O)c2ccc(COc3cccc(Cl)c3)o2)CC1	4	10	3	-2	14	0.4	1	0.0
COc1cccc(NC(=O)C[C@@H]2CC[C@@H]3[C@H](COc4ccc(NC(=O)C5CCOCC5)cc4C(=O)N3C)O2)c1	-2	7	/	/	-5	-2.2	/	0.3
Cc1ccccc1-c1nc(CS(=O)(=O)CC(=O)NCCN2CCOCC2)c(C)o1	-7	-3	3	6	4	0.7	-2	0.3
Cc1nc2ccc(C(=O)N(C)Cc3ccco3)cn2c1N(C)C(=O)CCc1ccccc1	0	-2	5	-1	9	-2.0	/	0.0
COC(=O)Cc1ccc(NC(=O)c2ccc3c(c2)C(=O)N(CC2CCCO2)C3=O)cc1 (stereo not drawn)	6	-3	2	2	/	1.2	-3	0.1
CC(C)CC#Cc1ccc([C@@H]2[C@H](CO)N3CCCCN(C(=O)NC4CCCC4)C[C@@H]23)cc1	15	-1	-33	0	23	3.7	5	0.0
COc1ccc(-c2c(C(=O)c3ccc(Br)cc3)[nH]c(N)c2C(=O)c2ccccc2)cc1OC	26	-39	8	5	-16	-4.0	/	-0.1
CC(NC(=O)CCCCCNC(=O)N1CCn2c1nc1ccccc12)c1ccccc1 (stereo not drawn)	18	-12	9	0	/	-0.9	15	0.1
CCn1c(C)c(CS(=O)(=O)c2ccccc2)[nH]c1=O	-12	-7	9	3	1	-3.8	-6	0.0
CC(=O)NC[C@@H]1[C@H](c2ccc(-c3ccccc3F)cc2)[C@@H](CO)N1C(=O)C1CC1	2	1	2	2	-18	0.4	-1	0.5
CN1/C(=C\C=C(C#N)C#N)C(C)(C)c2ccccc21	12	-6	4	-2	-2	-2.5	4	5.6
COc1cc2c(cc1OC)C(C)N(C(=O)Nc1ccccc1)CC2 (stereo not drawn)	20	0	-7	5	49	3.9	5	0.1
Next results follow.
SMILES	PAX8 reporter	INS-1E GSIS act	DENV2 CPE	ERp5 block	EWS-Fli inh	F508del corr	ARNT TACC3 PPI	XiGFP reactiv
CCCOc1cccc(C2C(C(=O)c3cccs3)=C(O)C(=O)N2CCN2CCOCC2)c1 (stereo not drawn)	-7	14	2	1	2	2.5	9	0.0
O=C(CSc1nc2ccccc2c(=O)[nH]1)Nc1ccccc1N1CCOCC1	0	-5	-2	1	4	2.1	27	-0.1
Cc1cc(C(=O)Nc2ccc3c(c2)C(=O)N(C)[C@@H]2CC[C@@H](CC(=O)N[C@@H](C)c4ccccc4)O[C@H]2CO3)no1	0	-4	3	0	-4	2.1	-7	0.2
Clc1nc(NC2CCCC2)nc(N2CCOCC2)n1	3	21	-6	3	7	1.3	-10	0.0
O=C1C(=O)N(c2cccc(Cl)c2)C(c2ccccc2[N+](=O)[O-])/C1=C(\O)c1ccccc1 (stereo not drawn)	/	9	-5	1	-21	-1.6	9	/
Cc1nn(CC(=O)NCCc2ccc(Cl)cc2)c(=O)c2cccn12	22	9	-4	4	/	-2.1	1	0.0
COc1ccc(OC)c2c1C(=O)C(Cl)=C(Cl)C2=O	100*	58*	-11	2	45	?	-2	8.3
C[C@@H]1CCCCO[C@H](CN(C)C(=O)Cc2ccccc2)[C@@H](C)CN([C@@H](C)CO)C(=O)c2cc(NC(=O)Nc3ccccc3)ccc2O1	6	-12	-11	2	6	2.8	-3	0.1

3 entries picked at random from those above:
SMILES	PAX8 reporter	INS-1E GSIS act	DENV2 CPE	ERp5 block	EWS-Fli inh	F508del corr	ARNT TACC3 PPI	XiGFP reactiv
Clc1nc(NC2CCCC2)nc(N2CCOCC2)n1	3	21	-6	3	7	1.3	-10	0.0
CCCOc1cccc(C2C(C(=O)c3cccs3)=C(O)C(=O)N2CCN2CCOCC2)c1 (stereo not drawn)	-7	14	2	1	2	2.5	9	0.0
O=C(CSc1nc2ccccc2c(=O)[nH]1)Nc1ccccc1N1CCOCC1	0	-5	-2	1	4	2.1	27	-0.1

Source: PubChem BioAssay (Broad Institute)
